# TcdB GH inh: inhibitors of Clostridioides difficile toxin B glycohydrolase | 350,000 tested, 0.24% active | inhibition, % at 9.99 µM | TcdB glycohydrolase enzymatic assay, plate reader | AID 652162; in the data active means inhibition above about 10%
# PrPC TRFRET: inhibitors of human cell surface prion protein PrPC. P04156. 370,000 tested, 0.43% active. TR-FRET read-out. inhibition, % at 13.8 µM; in the data active means inhibition above about 24%; further: 0% = median of the test wells and 100% = reference compound wells
# PfHsp40 yeast: compounds rescuing yeast from Plasmodium falciparum HSP40 toxicity | 340,000 tested, 0.68% active | S. cerevisiae expressing PfHsp40, growth rescue, ATP luminescence | growth rescue, % at 12.5 µM | AID 504582; in the data active means growth rescue above about 28%, passing the limit was not always enough; inconclusive means no clear call, values can overlap the other calls;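 further: yeast W303a lacking pdr1 and pdr3 grown in galactose medium; growth measured after three days at 30 °C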
# BoNT F protease: BoNT F light chain protease inhibition. Multiplex microsphere protease cleavage assay, flow cytometry. inhibition, % at 10 µM. 360,000 tested, 0.22% active. AID 588497; in the data active means inhibition above about 35%, passing the limit was not always enough; inconclusive means no clear call, values can overlap the other calls; further: plate controls were buffer without enzyme for full effect and enzyme alone for no effect
# FadD28 FP inh: M. tuberculosis FadD28 bisubstrate binding inhibition; inhibition, % at 12.5 µM; 360,000 tested, 0.22% active; FadD28 bisubstrate probe binding, fluorescence polarization; in the data active means inhibition above about 8.5%, passing the limit was not always enough; inconclusive means no clear call, values can overlap the other calls
# CCHFV vOTU inh: blocks the CCHF virus ovarian tumor domain protease; inhibition, % at 11.5 µM; 370,000 tested, 0.55% active; CCHFV vOTU protease, Pep-AMC fluorescence; in the data active means inhibition above about 30%; further: 0% = vehicle wells with enzyme and 100% = no enzyme wells
# Yp Topo-I inh: blocks Yersinia pestis topoisomerase I activity | activity, % at 10 µM | 360,000 tested, 0.064% active | Y. pestis Topo-I cleavage product accumulation, plate reader; in the data active means activity above about 50%, passing the limit was not always enough; inconclusive means no clear call, values can overlap the other calls; further: inactives centre near 2
# Anthrax LF prot: inhibitors of Bacillus anthracis lethal factor protease; P15917; multiplex microsphere protease cleavage assay, LF; inhibition, % at 10 µM; 360,000 tested, 0.12% active; AID 588501; further: plate controls were buffer without enzyme for full effect and enzyme alone for no effect
# Target sequence (P15917 whole entry, looked up): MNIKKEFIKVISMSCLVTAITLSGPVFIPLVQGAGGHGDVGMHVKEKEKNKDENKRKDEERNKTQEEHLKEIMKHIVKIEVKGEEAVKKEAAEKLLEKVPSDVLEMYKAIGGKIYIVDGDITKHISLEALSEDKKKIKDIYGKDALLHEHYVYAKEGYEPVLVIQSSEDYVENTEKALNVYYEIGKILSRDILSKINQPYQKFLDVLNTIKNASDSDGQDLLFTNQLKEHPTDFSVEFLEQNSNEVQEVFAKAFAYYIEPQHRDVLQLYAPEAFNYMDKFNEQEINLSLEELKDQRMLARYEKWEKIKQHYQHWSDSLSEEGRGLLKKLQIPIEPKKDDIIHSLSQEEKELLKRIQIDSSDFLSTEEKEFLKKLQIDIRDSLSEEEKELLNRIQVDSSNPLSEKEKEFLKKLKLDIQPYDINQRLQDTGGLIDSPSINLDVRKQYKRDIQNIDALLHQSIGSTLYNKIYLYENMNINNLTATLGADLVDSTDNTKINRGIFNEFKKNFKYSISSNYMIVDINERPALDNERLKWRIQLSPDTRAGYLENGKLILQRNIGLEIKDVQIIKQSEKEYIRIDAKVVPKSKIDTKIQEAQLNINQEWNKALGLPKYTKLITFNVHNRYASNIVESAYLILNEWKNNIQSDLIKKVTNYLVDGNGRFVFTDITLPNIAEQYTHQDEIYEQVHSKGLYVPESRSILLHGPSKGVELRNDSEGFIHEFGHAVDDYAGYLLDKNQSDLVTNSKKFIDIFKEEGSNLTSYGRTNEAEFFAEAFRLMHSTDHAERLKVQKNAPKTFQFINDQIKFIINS
# BoNT A protease: inhibitors of Botulinum neurotoxin A light chain protease; multiplex microsphere protease substrate cleavage, flow cytometry; inhibition, % at 10 µM; 360,000 tested, 0.17% active; AID 588499; further: plate controls were buffer without enzyme for full effect and enzyme alone for no effect
# Starred values were filed as active, the others as inactive; ? = inconclusive; nt = no result given. Unless noted, no stated cut-off is given here; in the data, active means inhibition above about 30%; inconclusive means no clear call, values can overlap the other calls; inactive means below that. Compounds were not picked by outcome; 2.3% or so of the library scored in one or more.
SMILES,TcdB GH inh,PrPC TRFRET,PfHsp40 yeast,BoNT F protease,FadD28 FP inh,CCHFV vOTU inh,Yp Topo-I inh,Anthrax LF prot,BoNT A protease
COCCNC(=O)C1(C)CCN(C(=O)c2ccc3ccccc3n2)C1 (stereo not drawn),-0.6,-4,nt,1,-0.2,2,7,0,-0.4
Cc1c2c(nc3ccccc13)CCC(C(C)(C)C)C2 (stereo not drawn),0.6,2,-0.2,-8,-2.8,2,3,-3,-0.2
Cc1ccc(C(=O)OCC(=O)NC(=O)c2ccccc2)o1,-0.7,4,1.3,1,-1.4,-8,6,2,2.5
C/C(=N\NC(=O)C1CCCC1)c1ccc(C(C)C)cc1,0.0,-1,-1.0,-4,-2.4,1,3,1,-0.9
CCOc1cc(C)c(S(=O)(=O)Nc2ccc3cn[nH]c3c2)cc1C,nt,nt,-0.5,-5,-7.9,nt,-12,-4,-0.4
CC1CN(C(=O)COC(=O)c2ccc(NC(=O)CC#N)cc2)CC(C)O1 (stereo not drawn),0.7,-2,-1.0,2,-0.4,3,3,-5,1.0
Cc1nn(-c2ccccc2[N+](=O)[O-])c(=O)c2ccccc12,1.9,-8,-0.5,1,-0.7,-5,-1,-3,-0.7
COC(=O)c1ccc(NC(=O)CSc2ccccn2)cc1,nt,-2,0.1,-3,-1.1,11,6,-2,0.2
CC(=O)c1cc(C(=O)c2ccccc2)sc1Nc1ccccc1,nt,-14,7.4,10,-3.8,-8,19,14,17
COc1cccc(OC(=O)N2CCOCC2)c1,0.7,-1,-0.5,-2,-3.2,-8,-18,-3,-0.3
COc1cccc(OCC(O)CN2C(C)CCCC2C)c1 (stereo not drawn),nt,7,0.4,3,-2.0,2,-3,-3,0.0
COc1ccc(S(=O)(=O)Nc2cccc(/C=C/C(=O)O)c2)cc1,nt,6,-0.8,-3,-4.5,-16,-6,0,0.1
COc1ccccc1C(=O)Nc1ccc(C)cc1C(=O)c1ccccc1,-0.8,-7,1.1,0,-1.9,10,-10,0,-0.7
Fc1ccc(CNC(=S)Nc2cccc(C(F)(F)F)c2)cc1,nt,3,0.6,-6,-1.1,0,0,-2,0.3
CC1=C(C(=O)N2CCCCCC2)CC(CC(=O)NCc2cccs2)C(=O)N1Cc1ccccc1 (stereo not drawn),0.6,-1,nt,-8,-1.0,-10,nt,1,0.2
C/C(=N\Nc1ccc(C)c(Cl)c1)c1cccnc1,-2.2,4,1.5,-20,1.3,-3,0,1,-2.6
CC(C)[C@@H](N)C(=O)N/N=C/c1ccc2ncccc2c1,0.8,-6,0.0,-3,-2.3,-6,-10,-3,-0.3
COCCn1c(SCC(=O)Nc2cccc(F)c2)nc2c([nH]c3ccccc32)c1=O,-0.4,-3,1.5,-59,-3.2,-1,0,-11,-33
CCOC(=O)N1Cc2cc3ccccc3nc2C1,0.9,4,nt,-7,-2.8,-6,2,1,0.0
CCOC(=O)N1CCC(N2CCN(S(=O)(=O)CC)CC2)CC1,nt,nt,-0.2,-12,-1.1,nt,11,3,0.1
CC(C)Oc1ccccc1C1(c2ccccc2)NC(=O)NC1=O (stereo not drawn),3.1,-1,1.9,?,-2.1,-13,2,-19,5.8
COc1ccc(CNC(=S)NCc2ccc(F)cc2)cc1OC,-0.6,4,5.7,1,-1.0,3,-5,1,-1.2
CCN1C(=O)CSC1=Nc1ccc(C(=O)OC)cc1,0.4,0,nt,-2,-4.5,-5,10,-1,0.0
Cc1ccc(CNc2cnccn2)cc1,nt,5,1.1,-2,-4.3,-30,-10,-5,0.4
CC(O)c1nc2ccccc2n1C/C=C/c1ccccc1 (stereo not drawn),nt,-1,1.2,-2,-1.2,-6,0,1,0.2
CCOC(=O)C(C#N)=CN1CCNc2ccccc21,1.8,1,2.6,3,-0.9,1,3,-5,0.1
COc1ccc(Cc2c(-c3ccc(OC)c(OC)c3)nc3ccc(C)cn23)c(C)c1,2.3,-5,nt,-8,-8.4,-7,nt,1,2.7
CC#CC(=O)NCC1(N(C)Cc2ccccc2)Cc2ccccc2C1,-0.4,2,-0.4,11,-2.1,-8,10,16,0.3
COc1ccc(N2C(=O)[C@H]3CCC=C[C@H]3[C@@H]2c2ccccc2Br)cc1,0.5,4,0.6,-6,-4.2,17,23,-4,-0.3
Cc1ccc(Cc2c(C)nc3nc(SCC(=O)NCCCN4CCCC4)nn3c2C)cc1,-0.4,-2,-0.3,-26,0.0,9,6,-3,-4.2
COC(=O)c1ccc(C(=O)NC2CCSc3ccccc32)cc1 (stereo not drawn),4.6,3,0.9,-15,-0.3,2,7,6,-1.1
CCCOC(=O)CCNc1n[nH]c(=O)[nH]c1=O,nt,5,-2.1,1,0.2,-13,9,-7,-0.2
O=C(OCc1ccc([N+](=O)[O-])cc1)C1CC(=O)N(Cc2ccccc2)C1 (stereo not drawn),1.1,-3,-0.3,-5,0.1,6,12,-8,-0.7
COc1cccc(OCc2nc3ccccc3c(=O)n2N)c1,1.0,nt,-0.6,-2,-3.2,nt,-6,-1,0.3
COCC(=O)NCc1nc2ccccc2n1Cc1ccccc1F,nt,4,1.2,10,-4.8,-10,-5,2,0.2
CCOC(=O)c1c(NC(=O)COC(=O)c2cnc(C)cn2)sc(C(=O)N(C)C)c1C,0.4,11,0.2,-106,1.3,2,6,-11,-80

# Fetched one by one from above (3):
SMILES,TcdB GH inh,PrPC TRFRET,PfHsp40 yeast,BoNT F protease,FadD28 FP inh,CCHFV vOTU inh,Yp Topo-I inh,Anthrax LF prot,BoNT A protease
CCOC(=O)c1c(NC(=O)COC(=O)c2cnc(C)cn2)sc(C(=O)N(C)C)c1C,0.4,11,0.2,-106,1.3,2,6,-11,-80
CCOC(=O)C(C#N)=CN1CCNc2ccccc21,1.8,1,2.6,3,-0.9,1,3,-5,0.1
COC(=O)c1ccc(C(=O)NC2CCSc3ccccc32)cc1 (stereo not drawn),4.6,3,0.9,-15,-0.3,2,7,6,-1.1

# Further compounds follow.
SMILES,TcdB GH inh,PrPC TRFRET,PfHsp40 yeast,BoNT F protease,FadD28 FP inh,CCHFV vOTU inh,Yp Topo-I inh,Anthrax LF prot,BoNT A protease
COc1ccc(S(=O)(=O)NCc2ccc(C(=O)N3CCc4ccccc4C3)cc2)cc1,1.0,2,-0.8,0,-1.4,8,26,1,0.1
COc1ccccc1C(CNC(=O)CNC(=O)c1ccc(C)c(C)c1)N1CCCC1 (stereo not drawn),-0.9,-3,-1.5,4,-2.2,-2,-3,2,-0.4
CCC(=O)N(CCc1ccccc1)Cc1cc2cc(OC)ccc2[nH]c1=O,0.9,5,-1.0,-1,0.3,-13,5,-2,-1.1
CC1(c2nnnn2Cc2ccccc2)CCC(=O)N1Cc1cccs1 (stereo not drawn),-0.8,8,nt,-8,nt,1,nt,-4,-0.9
Cc1cccc(NC(=O)CC2C(=O)NC3CCCCC3N2C(=O)c2ccccc2Cl)c1 (stereo not drawn),-0.9,-3,0.0,-6,-0.1,-4,7,-6,-0.1
CCOc1ccc(C(=O)COC(=O)c2ccc(-n3cnnn3)cc2)cc1,0.9,2,-0.2,2,-4.9,11,-9,-5,-0.2
Cc1ccc(C(=O)/C=C/Nc2ccccc2C(N)=O)o1,0.2,-2,0.1,13,-3.9,2,6,4,3.3
Cc1nc(S/C(=C\c2ccc(OCc3ccccc3Cl)cc2)C(=O)O)n[nH]1,nt,3,-1.3,1,-1.5,-3,-1,-3,0.4
CCCS(=O)(=O)N1CCCC(C(=O)N2CCN(C(=O)OCC)CC2)C1 (stereo not drawn),nt,-1,-1.5,2,-0.2,-19,-2,-1,-0.1
CCOc1ccc(C(=O)NNC2CC(=O)N(CCc3ccccc3)C2=O)cc1OC (stereo not drawn),-2.8,4,-2.2,-1,0.2,-13,-6,2,-0.1
CC(C)(C)NS(=O)(=O)c1cnc(Cl)c(Cl)c1,nt,-4,0.8,nt,-0.3,-2,-8,nt,nt
Cc1cc(C(=O)N2CCc3c([nH]c4ccccc34)C2c2cccc(Cl)c2)nn1C (stereo not drawn),2.3,-1,1.4,-6,-2.3,-4,-3,-2,-0.5
COc1ccccc1/C=C/C(=O)NCC(=O)N1CCC(N(C)C2CCCC2)CC1,0.0,-2,-0.9,3,-2.5,-4,-4,-1,0.6
CCN1CCN(C(C(=O)NC2CCCC2)c2cc3c(cc2[N+](=O)[O-])OCO3)CC1 (stereo not drawn),-1.2,-7,-0.4,36*,-1.9,-47,-2,-11,4.4
CCOc1ccccc1N(C(=O)c1ccco1)C(C(=O)NC1CCCC1)c1cccs1 (stereo not drawn),-0.6,-5,0.4,34,-3.7,6,16,-4,-0.7
O=c1[nH]c(C2CCN(S(=O)(=O)c3ccc4c(c3)OCCO4)CC2)nc2c1nnn2Cc1c(F)cccc1Cl,3.5,-2,3.0,-4,-7.6,3,23,2,-0.7
O=C(/C=C/Nc1ccc(Br)cc1F)c1ccccc1,0.7,8,-0.1,-5,-0.6,1,-9,-2,0.2
FC(F)(F)c1ccccc1NC(=S)Nc1cccc2cnccc12,-0.6,5,2.1,-7,-0.1,0,-1,3,-1.1
Cc1ccc(C(=O)NNC(=O)c2ccc(NS(=O)(=O)c3cccs3)cc2)s1,2.1,-2,1.2,-1,2.5,3,-1,-5,0.1
O=C(O)C(C1CCCCC1)C1(O)CCCC1 (stereo not drawn),-0.9,-5,-1.4,-3,0.9,12,3,-1,0.3
FC(F)(F)c1cccc(-c2ccc(-c3csnn3)o2)c1,nt,1,1.2,-13,-0.3,-3,-4,2,-1.4
Cc1c(Br)c([N+](=O)[O-])nn1CC(=O)N1CCc2ccccc2C1,0.5,6,13,-15,-4.4,-12,-1,-6,0.3
C#CCN(C[C@@H]1[C@@H](OC(=O)NCC2CCCCC2)[C@@H](OC(=O)NCC2CCCCC2)CN(C(=O)OC(C)C)N1C(=O)OC(C)C)S(=O)(=O)c1ccc(C)cc1,-0.2,11,nt,-4,-0.9,20,-3,0,-0.9
CCCCn1nnnc1NCc1cccnc1,nt,-3,-0.6,6,-2.4,11,-5,0,-0.2
Nc1ncc(-c2ccc(F)cc2)nc1N1CCN(CCO)CC1,1.1,-11,nt,-2,-1.5,-64,-1,-6,-0.1
CCCOc1ccc(CNC(=S)Nc2ccccc2)cc1Cl,-0.2,12,4.0,-5,-2.2,-2,-4,16,0.3
CNc1cncc(-c2ccc(CN(C)C)cc2)n1,-1.3,-3,nt,-1,-3.5,-300,-1,-2,0.1
O=C1CN(C(=O)NCC(=O)N[C@H](Cc2ccccc2)C(=O)O)c2ccccc2N1,1.2,1,-0.6,-10,-0.7,-1,6,-4,0.3
C=C(C)Cn1c(=O)c2c(nc3n2CCN3c2cccc(Cl)c2C)n(C)c1=O,nt,3,-0.3,4,-0.6,11,6,-1,-0.6
CC(=O)NCCC(=O)Nc1ccc(C(N)=O)cc1,0.9,1,-0.6,3,0.2,0,3,-4,0.5
Cn1c(=O)[nH]c(=O)c2c1nc(N1CCNCC1)n2Cc1cccc2ccccc12,nt,-5,-1.0,-11,-4.0,3,15,1,-0.5
CCc1cc2c(=O)c(-c3ccc4c(c3)OCCO4)coc2cc1OC(=O)c1ccco1,nt,4,-1.4,1,-2.2,-2,1,2,-0.1
C[C@@H]1NC(=O)/C(=C\c2ccccc2Br)NC1=O,-0.7,-8,0.7,7,-4.1,0,7,-2,-1.8
CCN(CC)c1nc(NN)nc(Nc2ccc(C)c(Cl)c2)n1,0.8,10,-0.9,-43,-4.1,14,8,-6,-2.9
O=C(C1CCCN(Cc2cccs2)C1)N1CCCCCC1 (stereo not drawn),nt,1,0.3,9,0.0,8,-4,0,0.8
COc1ccccc1Nc1nnc(SCC(=O)Nc2cc(C)on2)s1,nt,4,-0.2,-11,0.2,-3,-4,-3,-0.6
CC(C)(C)C(=O)NC1CCN(S(=O)(=O)c2ccc(C(F)(F)F)cc2)CC1,-0.1,4,-0.9,11,-2.2,-17,-1,5,0.9
CC1(C(=O)N(CC(=O)NC2CCCC2)C2CCCC2)CC(=O)N=C2C=CC=CN21 (stereo not drawn),nt,-4,-0.3,3,0.2,-98,-1,0,-0.5

# Bioassay records: PubChem BioAssay, several laboratories
